Compound activity as filed in PubChem.
INS-1E GSIS act – primary screen for activators of insulin secretion dependent on glucose, INS-1E cells, GLuc reporter luminescence; INS-1E GLuc reporter insulin secretion, 2-3 h; activation, % at 16.6 µM; 370,000 tested, 0.61% active;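 active = lowest replicate activation of at least 40%, so every replicate reaches that level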;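 note: 0% = median of neutral control wells and 100% = median of IBMX positive control wells; some compounds called inactive have numbers as strong as hits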
Xi reactivation – X-chromosome reactivation activator | XiGFP mouse fibroblasts, % GFP-positive cells imaging, 3 d; cells co-treated with 5-aza-dC sensitizer; scaled so ellipticine positive control = 100% | activation, % at 7.58 µM | 360,000 tested, 0.055% active | AID 743238;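 active = mean normalized replicate activation at least 10% and every replicate at or above 10%; inconclusive = only one of the two criteria met; inactive = mean below 10% and not all replicates reach 10%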;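 note: 0% = median of on-plate neutral control wells and 100% = ellipticine 6 µM median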
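Schedule: 3 d treatment, 15 min room-temperature fixation; system: 68-5-11 XiGFP fibroblast line; buffer or medium: DMEM plus 5-aza-dC sensitizer; control set: ellipticine 6 µM positive control; compound: one concentration, pinned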
F508del corr – CFTR F508del correction in bronchial cells; activity (quench increase), % at 7.58 µM; AID 720511; CFBE cells, YFP halide quenching; stimulated with forskolin plus potentiator P3; % fluorescence drop versus neutral controls; 350,000 tested, 0.36% active;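 active = mean added fluorescence quench of at least 8% versus neutral control, with both replicates also reaching 8%; inconclusive = only one of the mean or replicate conditions met; inactive = mean below 8% and not both replicates reaching 8%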;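 note: cells transiently co-express mutant CFTR-F508del with the halide-sensitive YFP; corrector assay measuring rescue of mutant channel to the surface after 24 h compound exposure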
DENV2 CPE – inhibitors of DENV2 cytopathic effect; DENV2-infected cells, cytopathic effect rescue, plate reader; CPE inhibition, % at 9.99 µM; 350,000 tested, 1.7% active; AID 651640; in the data active = CPE inhibition above about 20%, passing the limit was not always enough; inconclusive = no clear call, values can overlap the other calls; tested in BHK-21 cells;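 note: 0% = median of neutral control wells and 100% = median of positive control wells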
E-selectin induc – induces E-selectin expression in human endothelial cells | HUVEC E-selectin immunofluorescence imaging; normalized: neutral wells 0, TNF-alpha wells 100 | activation, % at 7.58 µM | 260,000 tested, 0.37% active;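 active = mean E-selectin-positive cell signal at least 10% of the positive control, reached in at least 60% of replicates, without over 20% cell loss; inconclusive = no rule given, readout overlaps actives, possibly toxicity-flagged; inactive = the rest, including those meeting only one limit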;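 note: in these data hits start at about 27%; measured in HUVEC primary endothelial cells; signal is the percent of cells scored E-selectin positive by PE staining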
Target sequence (P16581 whole entry, looked up): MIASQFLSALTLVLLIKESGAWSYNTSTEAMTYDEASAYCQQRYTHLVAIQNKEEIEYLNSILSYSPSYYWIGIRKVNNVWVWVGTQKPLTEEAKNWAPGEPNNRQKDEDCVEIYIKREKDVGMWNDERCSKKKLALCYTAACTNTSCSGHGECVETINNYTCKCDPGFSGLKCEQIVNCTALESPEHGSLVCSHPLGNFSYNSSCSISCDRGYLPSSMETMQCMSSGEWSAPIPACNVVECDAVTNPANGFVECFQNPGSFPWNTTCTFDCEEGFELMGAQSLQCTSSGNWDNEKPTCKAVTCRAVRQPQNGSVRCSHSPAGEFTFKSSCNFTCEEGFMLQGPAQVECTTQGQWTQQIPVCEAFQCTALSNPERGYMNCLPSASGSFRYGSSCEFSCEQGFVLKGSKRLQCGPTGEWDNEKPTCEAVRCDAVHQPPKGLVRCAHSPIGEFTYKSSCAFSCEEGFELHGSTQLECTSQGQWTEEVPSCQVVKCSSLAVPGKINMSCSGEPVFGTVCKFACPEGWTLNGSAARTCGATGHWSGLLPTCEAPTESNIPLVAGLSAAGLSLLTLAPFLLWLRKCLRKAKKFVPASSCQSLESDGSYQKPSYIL
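System: HUVEC / Compound: single concentration / Signal: immunofluorescence imaging / Read-out: percent E-selectin-positive cells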
RAD54 inh – blocks human RAD54 Holliday junction branch migration; inhibition, % at 10.4 µM; Q92698; 360,000 tested, 0.14% active; FAM/BHQ fluorescence;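 active = mean normalized replicate activity at least 40 and at least half of replicates scoring 40 or more; inconclusive = only one of the two criteria met; inactive = mean below 40 and under half of replicates reaching 40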;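 note: 0% = median of neutral control wells and 100% = median of positive control wells; inhibitors cause a drop in the FAM fluorescence signal; in these data hits start at about 50%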
RAD52 inh – RAD52 (human) annealing inhibition; P43351; recombinant RAD52 DNA annealing, FRET fluorescence; inhibition, % at 18.7 µM; 360,000 tested, 0.46% active; AID 651710;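 active = every replicate showing at least 50% inhibition; inconclusive = mean inhibition at least 50% but not in every replicate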
Target sequence (P43351 whole entry, looked up): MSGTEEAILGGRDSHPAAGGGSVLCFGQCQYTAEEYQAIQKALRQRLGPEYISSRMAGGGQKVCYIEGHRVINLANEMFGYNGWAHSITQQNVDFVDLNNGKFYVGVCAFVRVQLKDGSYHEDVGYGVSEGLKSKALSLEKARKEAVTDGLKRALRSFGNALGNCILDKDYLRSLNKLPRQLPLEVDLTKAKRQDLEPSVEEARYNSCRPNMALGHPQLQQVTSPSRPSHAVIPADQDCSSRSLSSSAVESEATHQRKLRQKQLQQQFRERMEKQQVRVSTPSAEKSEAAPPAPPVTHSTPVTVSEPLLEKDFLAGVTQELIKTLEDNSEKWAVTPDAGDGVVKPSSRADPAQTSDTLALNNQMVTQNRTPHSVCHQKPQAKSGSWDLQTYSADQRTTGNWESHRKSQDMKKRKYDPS
CASP6 VEID inh – inhibitors of human caspase-6 | P55212 | purified caspase-6, Z-VEID-R110 cleavage fluorescence | 350,000 tested, 0.53% active | inhibition, % at 12.5 µM;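 active = mean inhibition across replicates at least about 35%, with every replicate also reaching that limit, limit read from the data; inconclusive = only one of the two criteria met; inactive = neither criterion met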;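 note: 0% = median of neutral control wells and 100% = no fluorescence left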
The depositor's hits bear a star; ? = inconclusive; . = not tested or not shown.

SMILES	INS-1E GSIS act	Xi reactivation	F508del corr	DENV2 CPE	E-selectin induc	RAD54 inh	RAD52 inh	CASP6 VEID inh
CC(C)c1[nH]nc2c1C(c1ccccc1)N(Cc1ccccc1)C2=O (centres undefined)	-20	0.6	0.8	12	-0.3	.	5	4
COCC#Cc1cnc2c(c1)C(=O)N([C@H](C)CO)C[C@H](C)[C@@H](CN(C)C)O2	0	-0.9	-0.4	.	0.1	1	1	-5
CCO[C@H]1OC(C(N)=O)=C[C@@H](c2coc3ccccc3c2=O)[C@@H]1CCCO	30	-0.1	-0.1	1	-0.1	7	-6	2
O=C(CN(CC1CCCO1)C(=O)CNS(=O)(=O)c1ccccc1)NCCc1ccccc1 (centres undefined)	-3	0.0	2.4	1	3.5	-4	3	1
O=C(Nc1cccs1)Nc1cccnc1Cl	-3	0.0	1.0	-7	0.1	2	-20	8
O=C1CCCC[C@@H](O)[C@H](O)C[C@H](c2ccccc2)O1	15	0.2	-2.5	-9	-0.1	.	-9	4
COCCCNC(=O)CSc1nc2ccccc2c(=O)n1Cc1ccc2c(c1)OCO2	16	0.0	-0.6	0	3.1	-7	-15	-5
CCN(CC)CCN(C(=O)Cn1nnc(-c2ccc(C)o2)n1)C(C(=O)NC(C)(C)C)c1cccs1 (centres undefined)	-2	0.1	1.2	-4	128*	.	-19	-2
O=C(C[C@H]1CC[C@@H](NC(=O)c2ccccc2)[C@@H](CO)O1)Nc1ccc(-c2ccccc2)cc1	-19	-0.2	3.8	-1	-0.4	-15	16	-1
COc1ccccc1N(CC(=O)N1CCCC1)S(=O)(=O)c1cc([N+](=O)[O-])ccc1Cl	24	0.0	1.2	-7	.	1	-17	2
C/C(=N\NC(N)=S)C1(C)CC2(CC(C)(C)OC2=O)C(=O)O1 (centres undefined)	26	6.4	-1.5	-6	-0.2	-20	-25	-3
CO[C@@H]1CN(C)C(=O)c2ccc(NC(=O)c3nc4ccccc4s3)cc2OC[C@H](C)N(Cc2cccnc2)C[C@H]1C	-24	0.3	3.4	.	0.0	-2	.	.
C=CCn1c(SCC(=O)N2CCC(C)CC2)nc2c([nH]c3ccccc32)c1=O	-1	0.0	-2.2	5	0.2	-2	-16	0
Cc1ccccc1CS(=O)(=O)CCC(=O)NCCCN1CCN(c2ccccc2F)CC1	-8	.	.	.	.	-4	-2	-22
COc1ccc(NC(=O)N[C@H]2CC[C@@H](CCn3cc(-c4ccccc4F)nn3)O[C@H]2CO)cc1	1	0.2	0.4	10	-0.3	4	-7	0
CN(C)CC#Cc1ccc([C@H]2[C@@H](CO)N3C(=O)CN(C(=O)c4ccccc4)C[C@H]23)cc1	8	0.5	-1.8	0	0.1	.	-10	-33
O=C(NC(Cc1ccc(O)cc1)C(=O)O)c1ccc2c(c1)OCO2 (centres undefined)	5	0.2	0.8	-3	-0.1	-4	4	4
O=C(Cn1nnc(-c2ccc(F)cc2)n1)N1CCCCC1	8	0.0	0.7	1	-0.1	-1	4	-8
Cc1cc(C)cc(NC(=O)CCn2c(=S)[nH]c3ccccc3c2=O)c1	6	0.2	-1.3	0	.	1	-4	2
Fc1ccc(-n2nnc(-c3cccnc3Cl)n2)cc1	23	0.1	-2.6	5	0.1	8	-3	-5
O=C1CSC(=S)N1N=Cc1c[nH]c2ccc(Br)cc12	-10	-0.1	-3.5	1	0.1	-6	-11	1
Cc1cc2cc(CNC(=O)COc3ccccc3)ccc2n1C	5	0.6	-0.3	-4	7.5	2	-29	-2
C=CCOc1cccc(C(=O)N2CCCC(CCC(=O)NCc3ccccc3F)C2)c1 (centres undefined)	33	-0.1	-3.4	-2	.	.	-8	2
COCC#Cc1ccc2c(c1)O[C@H](CN(C)C(=O)CN(C)C)[C@@H](C)CN([C@@H](C)CO)S2(=O)=O	0	-1.3	-1.1	4	0.8	0	-20	0
C=CCc1ccc(OCC(O)CN2CCN(c3ccccc3OC)CC2)c(OC)c1 (centres undefined)	-1	0.1	-1.1	1	.	-5	1	-3
CC(NC(=O)/C(=C\c1ccco1)NC(=O)c1ccccc1Br)C(=O)O (centres undefined)	4	0.2	-3.7	-7	-1.8	.	-11	6
CCOC(=O)Cc1csc(NC(=O)c2cc(-c3ccncc3)nc3ccccc23)n1	0	0.0	1.6	8	.	-2	-24	4
CN(C[C@H](Cc1ccccc1)N(C[C@H](Cc1ccccc1)N(CCc1cc(C(F)(F)F)cc(C(F)(F)F)c1)N=O)N=O)N=O	-7	-0.1	1.0	5	0.9	-7	-9	2
Cc1ccc(-n2cc(C(=O)c3cc(Cl)ccc3O)cc(C#N)c2=O)cc1	-32	-0.1	.	.	-0.3	9	.	.
O=S(=O)(/N=C(/Nc1ccccn1)c1ccccc1)c1ccccc1	22	.	0.4	6	.	-4	-12	-2

Some of the entries so far, with two lines to a compound:
Below each SMILES – INS-1E GSIS act | Xi reactivation | F508del corr | DENV2 CPE | E-selectin induc | RAD54 inh | RAD52 inh | CASP6 VEID inh
> Cc1cc(C)cc(NC(=O)CCn2c(=S)[nH]c3ccccc3c2=O)c1
 : 6 | 0.2 | -1.3 | 0 | . | 1 | -4 | 2
> O=C(Cn1nnc(-c2ccc(F)cc2)n1)N1CCCCC1
 : 8 | 0.0 | 0.7 | 1 | -0.1 | -1 | 4 | -8

The listing continues:
SMILES	INS-1E GSIS act	Xi reactivation	F508del corr	DENV2 CPE	E-selectin induc	RAD54 inh	RAD52 inh	CASP6 VEID inh
NNC(=O)CCN(Cc1ccco1)S(=O)(=O)c1ccc(Cl)cc1	.	0.3	0.0	-3	0.3	.	-1	6
COc1ccc(CN(C)C[C@H]2OCCCC[C@H](C)Oc3ccc(NC(=O)C4CCCCC4)cc3C(=O)N([C@H](C)CO)C[C@H]2C)cc1	-34	0.0	0.1	-3	0.2	-3	-24	2
CC(C)(C)NC(=O)Cn1nc(C(F)(F)F)c2c1CCCC2	10	0.0	0.7	-5	.	.	-19	2
CC1CCCCN1CC(=O)Nc1cc(S(=O)(=O)N2CCOCC2)ccc1N1CCCC1 (centres undefined)	22	0.2	1.1	3	.	.	-6	2
CCCNC(=O)N[C@H]1CC[C@H](CCn2cc(C3CCCC3)nn2)O[C@@H]1CO	6	-0.1	1.9	2	-0.1	-2	14	-1
CCOc1ccc(NC(=O)C2CCCN(c3nn4c(=O)cc(C)nc4s3)C2)cc1 (centres undefined)	-8	0.1	-1.3	8	.	0	-15	.
O=C(C[C@@H]1C=C[C@@H](NC(=O)Nc2ccc(F)cc2)[C@H](CO)O1)NCc1ccccn1	9	-0.2	1.4	7	-0.5	-2	-4	0
O=C(NCc1ccco1)/C(=C/c1ccccc1)NC(=O)c1ccco1	8	0.3	2.7	-2	1.7	-11	-11	-2
CCC(=O)N[C@@H]1C=C[C@H](CC(=O)OC)O[C@H]1CO	13	0.0	0.8	-1	-0.2	6	1	0
CC1=CC(O)(c2ccccn2)P(=O)(c2ccccc2)C=C1C (centres undefined)	-8	0.2	-0.8	10	-0.3	.	-25	1
CCNC(=O)C[C@@H]1C=C[C@@H](NS(=O)(=O)c2ccc(C)cc2)[C@@H](CO)O1	-4	-0.5	-0.2	7	-0.3	-2	-13	-5
Nc1nnc(SCC(=O)NC2CCCCCC2)s1	2	0.0	-0.2	-6	0.4	-5	-8	4
Cc1c(-n2c(SCC(N)=O)nc3ccccc3c2=O)c(=O)n(-c2ccccc2)n1C	19	0.1	-3.1	-1	.	.	-13	-1
COC(=O)COc1ccc(/C=N/NS(=O)(=O)c2ccccc2)cc1	-21	0.4	2.1	-2	0.1	1	0	0
CC1=NN(CCC#N)C(=O)/C1=C/c1ccc(N(C)C)cc1	-31	0.2	1.6	-6	11	-9	-15	-3
CCOc1ccc(NC(=O)CN(C)C(=O)c2ccc(OCC3CCCO3)cc2)cc1OCC (centres undefined)	8	-0.1	-4.3	-1	-0.2	2	-11	0
CCCCCC(=O)Nc1ccc(-c2csc(N)n2)cc1	-2	-0.2	1.4	3	0.5	.	1	-5
COc1ccc(-n2nc(C(=O)NCC(=O)NCCCN3CCOCC3)c3ccccc3c2=O)cc1	7	0.0	-1.0	12	.	5	14	1
COc1ccc(CN(C)C[C@@H]2Oc3c(NS(=O)(=O)c4cn(C)cn4)cccc3C(=O)N([C@H](C)CO)C[C@H]2C)cc1	13	0.2	2.1	?	0.8	-1	-1	1
O=C(COc1ccccc1)NC1CCCCCCC1	.	0.0	0.8	-10	-0.1	-6	-17	-2
O=C1c2ccc([N+](=O)[O-])cc2NC(c2ccco2)N1/N=C/c1ccco1 (centres undefined)	-1	-0.1	-0.3	0	.	.	-11	2
CCc1cnc(N2[C@@H](C#N)[C@H](c3ccccc3)[C@@H]2CO)s1	5	0.1	-0.5	-2	-0.4	-3	-25	-6
O=C(CCn1c(=O)oc2ccccc21)Nc1ccc(N2CCOCC2)cc1	-3	-0.1	-0.1	5	0.2	-17	-15	3
COc1ccc(-c2c3c(=O)n(C)c(=O)n(C)c3cn2-c2ccccc2O)cc1	10	-0.1	0.2	0	2.1	5	-5	3
COc1ccc(/C=C(/C#N)C(=O)Nc2cccc([N+](=O)[O-])c2)cc1C(=O)O	-20	0.0	-2.9	-3	.	-6	0	9
COc1ccccc1CC(=O)N1CCN(S(=O)(=O)c2ccccc2F)CC1	.	0.3	-1.8	-6	-0.1	3	-6	-1
O=C(OCc1ccc([N+](=O)[O-])cc1)c1cc([N+](=O)[O-])ccc1N1CCOCC1	21	-0.1	-12	?	.	.	-5	-4
CC[C@H](C)Cc1cn([C@@H](CCCCNC(=O)OC(C)(C)C)C(=O)NCCCCCCCCCCC(=O)N2CCN(C(=O)OC(C)(C)C)CC2)nn1	.	0.0	1.6	5	-0.3	-5	-28	3
CCCCc1ccc(NC(=O)N[C@@H](C)C(=O)O)cc1	26	0.1	-1.0	6	-0.2	-13	-1	1
Cc1cc(=O)[nH]c(N/N=C2/CCCC/C2=C\c2ccccc2)n1	4	2.8	1.6	-2	-0.4	.	-14	5

Of the compounds above, these contain two or more sulfur atoms.
SMILES	INS-1E GSIS act	Xi reactivation	F508del corr	DENV2 CPE	E-selectin induc	RAD54 inh	RAD52 inh	CASP6 VEID inh
O=C1CSC(=S)N1N=Cc1c[nH]c2ccc(Br)cc12	-10	-0.1	-3.5	1	0.1	-6	-11	1
Nc1nnc(SCC(=O)NC2CCCCCC2)s1	2	0.0	-0.2	-6	0.4	-5	-8	4

(further entries)
SMILES	INS-1E GSIS act	Xi reactivation	F508del corr	DENV2 CPE	E-selectin induc	RAD54 inh	RAD52 inh	CASP6 VEID inh
O=C(C[C@@H]1C=C[C@@H](NC(=O)C2CCOCC2)[C@H](CO)O1)NCC1CCCCC1	31	0.1	0.6	-2	0.5	-12	13	-7
C/C(=N\NC(=O)c1ccc(C(=O)N/N=C(\C)c2ccco2)o1)c1ccco1	.	-0.1	-0.7	18	-0.2	6	-13	-3
COc1ccc(S(=O)(=O)Nc2ccc3c(c2)C(=O)N([C@H](C)CO)C[C@H](C)[C@H](CN(C)C(=O)Nc2c(C)noc2C)OCCCC[C@@H](C)O3)cc1	1	0.1	0.1	-5	0.7	0	-1	1
C#CCN(C[C@@H]1[C@@H](OC(=O)NC2CC2)[C@@H](OC(=O)NC2CC2)Cn2c(=O)ccc(=O)n21)S(=O)(=O)c1ccc(C)cc1	5	0.3	-0.8	3	.	-16	-12	1
CC(C)NC[C@@H]1[C@H](c2ccc(C3=CCCCC3)cc2)[C@H](CO)N1C(=O)NC(C)C	-19	0.2	2.0	-11	0.0	9	-28	0
